PvdQ acylase: blocks Pseudomonas aeruginosa PvdQ acylase activity; purified PvdQ acylase, fluorescence plate reader; inhibition, % at 10 µM; 340,000 compounds, 0.063% hits; in the data active = inhibition above about 30%, passing the limit was not always enough;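 note: 0% = vehicle neutral wells and 100% = reference inhibitor wells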
PfHsp90 set2: growth inhibition of yeast expressing Plasmodium Hsp90; inhibition, % at 9.4 µM; S. cerevisiae expressing PfHsp90, BacTiter-Glo ATP, 48 h; yeast lacking PDR1 and PDR3 efflux regulators; 310,000 compounds, 0.32% hits;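 active = every replicate shows inhibition above about 80%, whatever the replicate mean, limit read from the data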;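 note: 0% = DMSO neutral controls and 100% = 20 µM radicicol positive controls; yeast relying on Plasmodium falciparum Hsp90 in place of its own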
DAGLB inhibitor: blocks human DAGLB lipase activity. Q8NCG7. AID 504411. HEK293T DAGLB membrane lysate, EnzChek fluorogenic substrate. inhibition, % at 5.17 µM. 340,000 compounds, 0.059% hits; in the data active = inhibition above about 34%;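 note: 0% = enzyme with vehicle and 100% = wells lacking enzyme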
Target sequence (Q8NCG7 whole entry, looked up): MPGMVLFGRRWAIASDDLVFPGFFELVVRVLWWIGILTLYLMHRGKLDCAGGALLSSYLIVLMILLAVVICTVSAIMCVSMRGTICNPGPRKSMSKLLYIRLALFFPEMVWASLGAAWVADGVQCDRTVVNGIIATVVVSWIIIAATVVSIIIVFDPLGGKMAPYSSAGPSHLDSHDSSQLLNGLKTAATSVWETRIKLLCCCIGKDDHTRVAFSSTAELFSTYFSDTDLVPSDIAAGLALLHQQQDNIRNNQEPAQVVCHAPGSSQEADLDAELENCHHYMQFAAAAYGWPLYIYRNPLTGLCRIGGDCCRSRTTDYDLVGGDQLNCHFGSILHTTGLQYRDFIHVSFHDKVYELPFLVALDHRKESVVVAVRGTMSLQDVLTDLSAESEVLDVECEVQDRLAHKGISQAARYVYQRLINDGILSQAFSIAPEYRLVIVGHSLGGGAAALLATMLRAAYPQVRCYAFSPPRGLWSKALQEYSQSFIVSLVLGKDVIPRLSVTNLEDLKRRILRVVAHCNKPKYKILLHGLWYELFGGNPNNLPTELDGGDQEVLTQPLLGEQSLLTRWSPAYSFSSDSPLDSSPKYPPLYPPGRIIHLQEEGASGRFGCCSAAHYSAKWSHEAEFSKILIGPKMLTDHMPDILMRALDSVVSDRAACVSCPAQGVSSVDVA
Rtt109 HAT inh: blocks Candida albicans Rtt109/Vps75 acetyltransferase activity; Q5AAJ8; purified Rtt109/Vps75, ThioGlo CoA-SH fluorescence, 4 h; inhibition, % at 34.9 µM; 330,000 compounds, 0.16% hits; AID 540336;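 active = inhibition of at least 50% in every replicate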
Target sequence (Q5AAJ8 whole entry, looked up): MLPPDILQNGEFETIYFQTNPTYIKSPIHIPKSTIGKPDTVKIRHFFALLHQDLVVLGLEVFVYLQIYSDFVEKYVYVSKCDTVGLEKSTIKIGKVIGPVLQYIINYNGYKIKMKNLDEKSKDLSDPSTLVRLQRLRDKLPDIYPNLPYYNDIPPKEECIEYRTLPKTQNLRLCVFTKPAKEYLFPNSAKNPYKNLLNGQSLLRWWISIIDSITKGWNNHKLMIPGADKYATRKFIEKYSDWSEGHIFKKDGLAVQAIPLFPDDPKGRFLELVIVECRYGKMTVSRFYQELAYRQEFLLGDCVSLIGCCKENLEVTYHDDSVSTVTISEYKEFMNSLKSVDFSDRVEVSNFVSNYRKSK
AddAB inh: less growth of phage-infected E. coli with AddAB | inhibition, % at 11.9 µM | E. coli expressing H. pylori AddAB, absorbance growth | 330,000 compounds, 0.29% hits | AID 435030; in the data active = inhibition above about 12%;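 note: 0% = vehicle wells of infected cells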
Tat transport: E. coli Tat transport inhibition; E. coli MC4100 TorA-mCherry Tat export, fluorescence; inhibition, % at 10 µM; 340,000 compounds, 0.036% hits; AID 488895;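 active = mean replicate inhibition at least 50% and at least half of replicates individually reaching 50%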;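 note: exported cargo escapes ClpAP degradation while cytoplasmic cargo is degraded and loses fluorescence; 0% = median of neutral control wells and 100% = median of NaSCN control wells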
CAL PDZ FP: human CAL PDZ-peptide interaction inhibition; purified CAL PDZ, TMR-peptide fluorescence polarization, 1 h; inhibition, % at 20 µM; 330,000 compounds, 0.02% hits; AID 504414;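 active = highest replicate inhibition of at least 40%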;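 note: plate controls were DMSO neutral control wells for no effect and unlabeled competitor peptide control wells for full effect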
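Assay system – tagged CAL PDZ protein CerCALP, purified · Timing – 1 h at RT · Compound – single point, 20 µM · Measured by – fluorescence polarization from S- and P-plane intensities, G-factor corrected · Evaluation – inhibition from polarization loss · Probe or stimulus – TMR reporter peptide T*-PRC34 · Buffer or medium – pH 7.4 phosphate-saline buffer, reducing agent, detergent, IgG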
E coli growth: reduces bacterial viability in AddAB counter-screen; inhibition, % at 11.9 µM; E. coli V3065 growth, OD600 absorbance, 18 h; 330,000 compounds, 0.27% hits;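 active = inhibition above the campaign's mean inhibition across all tested compounds plus 3 SD, cut at about 9.9% in these data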;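 note: uninfected addAB+ strain grown without phage in ampicillin broth; 0% = DMSO wells and 100% = ciprofloxacin 0.95 µg/ml wells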
phage Ecoli inh: E. coli growth loss with phage present; growth absorbance; inhibition, % at 11.9 µM; 360,000 compounds, 0.26% hits; AID 651602; in the data active = inhibition above about 11%
Wnt act: Wnt/beta-catenin pathway activation; AID 743398; Wnt/beta-catenin reporter cell assay, activator, plate reader; activation, % at 9.35 µM; 300,000 compounds, 1.2% hits; in the data active = activation above about 30%, passing the limit was not always enough;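 note: 0% = neutral control wells and 100% = positive control wells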
Numbers without * were called inactive; x = no result given.

The line under a structure holds: PvdQ acylase	PfHsp90 set2	DAGLB inhibitor	Rtt109 HAT inh	AddAB inh	Tat transport	CAL PDZ FP	E coli growth	phage Ecoli inh	Wnt act
CCOc1cc(N2CCOCC2)c(OCC)cc1NC(=O)CN1CCSC1=O
    -8.7	x	-0.3	-7.9	0.1	-1.7	0.6	-0.7	1.7	0.1
O=[N+]([O-])c1ccc(N2CCSCC2)cc1
    54.3*	-2.4	-4.4	28.5	1.8	-0.6	-2.2	-0.3	5.6	-1.0
O=C(NN=C1CCCC1)c1[nH]c2ccc(Br)cc2c1-c1ccccc1
    x	x	x	x	-0.8	x	x	-3.0	4.2	-23.4
COc1cc(/C=N/Nc2ccccn2)cc(OC)c1O
    -6.3	-32.7	3.9	1.7	2.4	-0.4	-2.1	-1.6	8.5	0.8
CCCN(CC1CC1)c1nc(N)c(C#N)c(CC#N)c1C#N
    -5.4	-14.4	-3.3	3.6	1.7	12.2	-2.3	1.4	1.4	-2.7
CCOc1ccc(S(=O)(=O)N(C)C2CCCCC2)cc1
    -11.3	6.6	-6.4	-5.3	1.8	19.0	-1.9	-0.3	2.1	-0.6
COc1cc(/C=C(\C#N)C(=O)Nc2cc(C(F)(F)F)ccc2Cl)ccc1OCC(=O)Nc1cccc(C(F)(F)F)c1
    5.2	-3.8	1.3	-26.3	2.6	-9.5	-0.7	-1.9	2.7	2.0
O=C(NC1CCCC1)C(c1ccc(Cl)cc1)N(Cc1ccc(F)cc1)C(=O)CCl (stereo not given)
    -13.9	-14.0	-0.5	-6.5	0.3	-0.6	-3.4	-2.8	x	x
COc1ccc(CNC(=O)c2cc(=O)c3cc(C)cc(C)c3o2)cc1
    1.0	1.8	-2.7	-5.8	-0.9	-1.9	x	1.3	3.5	0.8
O=[S@]1Oc2ccccc2-c2ccccc21
    -1.1	109.7*	-14.6	-1.0	1.9	3.6	0.2	1.3	-1.8	1.6
COc1ccc(-c2c(C(F)(F)F)nn(C)c2NC(=O)CSCC(=O)O)cc1
    x	x	x	x	-1.5	x	x	-0.6	1.9	-1.1
O=C(Nc1cccc(C(F)(F)F)c1)C1C2CC3OC(=O)C1C3C2 (stereo not given)
    -16.1	-15.8	0.9	0.7	3.5	6.1	-3.3	0.4	3.0	-2.3
Cc1cccc(-c2oc3ccc(-c4ccc5c(c4)OCO5)cc3c2C#Cc2cncn2C)c1
    -0.4	-2.7	1.4	-16.6	-0.9	-16.4	0.4	-1.6	1.2	-2.5
Cc1onc(-c2ccccc2)c1C(=O)Nc1cccc(C#N)c1
    -2.0	9.9	-3.4	9.6	2.2	5.5	-1.1	1.5	1.7	-5.4
CCNS(=O)(=O)c1ccc(NC(=O)c2ccccc2SCCOC)cc1
    -8.5	0.6	-0.4	-14.0	-1.6	-17.5	-0.4	-0.8	4.3	0.1
NS(=O)(=O)c1cccc(NC(=O)c2cccnc2Oc2ccccc2)c1
    -5.6	8.9	-1.6	-0.8	0.7	-0.2	0.5	-0.2	2.1	-0.1
COc1ccc(-c2nnc(SCC(=O)NC3CCCCC3)n2N)cc1
    9.2	x	0.2	4.3	x	-11.6	-2.3	x	4.0	2.7
COCCNC(=O)Nc1ccc2nc(-c3cccs3)c(-c3cccs3)nc2c1
    -1.0	5.0	2.7	-19.9	-0.8	1.7	-6.0	-0.7	1.1	5.2
COc1ccccc1C(CNC(=S)NCc1ccccc1)N1CCCC1 (stereo not given)
    2.7	23.2	0.9	-7.9	2.6	0.6	-0.4	0.7	-0.1	-0.4
COc1cccc(N2CC(C)Cn3c2nc2c3c(=O)[nH]c(=O)n2C)c1 (stereo not given)
    -3.8	-5.7	2.9	-7.0	x	-11.1	-1.0	x	0.6	0.3

Reformatted: entries from further up
O=C(NC1CCCC1)C(c1ccc(Cl)cc1)N(Cc1ccc(F)cc1)C(=O)CCl (stereo not given)
- PvdQ acylase: -13.9
- PfHsp90 set2: -14.0
- DAGLB inhibitor: -0.5
- Rtt109 HAT inh: -6.5
- AddAB inh: 0.3
- Tat transport: -0.6
- CAL PDZ FP: -3.4
- E coli growth: -2.8
- phage Ecoli inh: x
- Wnt act: x
COc1ccc(CNC(=O)c2cc(=O)c3cc(C)cc(C)c3o2)cc1
- PvdQ acylase: 1.0
- PfHsp90 set2: 1.8
- DAGLB inhibitor: -2.7
- Rtt109 HAT inh: -5.8
- AddAB inh: -0.9
- Tat transport: -1.9
- CAL PDZ FP: x
- E coli growth: 1.3
- phage Ecoli inh: 3.5
- Wnt act: 0.8

Later entries:
The line under a structure holds: PvdQ acylase	PfHsp90 set2	DAGLB inhibitor	Rtt109 HAT inh	AddAB inh	Tat transport	CAL PDZ FP	E coli growth	phage Ecoli inh	Wnt act
CCO/N=C(/C)c1c(O)cc(C(C)(C)C)n(-c2ccccc2)c1=O
    -12.0	-5.1	-2.9	2.3	3.5	-10.3	-3.2	-2.3	1.7	-1.4
Cc1ccccc1C(=O)N1CCCC(CCC(=O)N2CCN(c3ccccn3)CC2)C1 (stereo not given)
    -3.6	-13.3	0.4	21.8	3.7	2.6	0.3	0.8	1.6	-0.5
COc1ccc(-c2cc(-c3ccccc3)nc(N3CCCC3)n2)cc1OC
    -17.4	0.1	-9.1	-24.0	-1.1	-10.9	x	-2.6	1.6	-4.3
c1ccc(-n2ncc3c(N4CCC5(CC4)OCCO5)ncnc32)cc1
    0.5	8.0	-3.2	-3.2	0.9	-9.9	-0.5	2.2	1.1	x
CS(=O)(=O)N1CC(C(=O)NC2CC2)Oc2ccc(Cl)cc21 (stereo not given)
    -6.0	x	-0.1	4.4	2.1	0.6	-1.0	-2.2	3.0	2.0
COc1ccc(OCC(=O)NCCCN2CCOCC2)cc1
    10.9	-1.6	-6.3	3.1	3.3	21.9	2.7	1.4	0.5	-1.4
O=C(Cc1ccc([N+](=O)[O-])cc1)N1N=C(c2ccncc2)CC1(O)C(F)(F)F (stereo not given)
    -5.0	9.2	-0.4	-10.7	3.9	-1.2	-2.5	2.3	1.3	1.9
O=C1NC(=Nc2cccnc2)S/C1=C/c1ccc(F)cc1
    x	x	x	x	0.3	x	x	-0.6	2.2	0.5
CS(=O)(=O)N(Cc1ccc(Cl)cc1)c1ccc(C(=O)N2CCN(c3ccccc3)CC2)cc1
    -11.6	21.8	3.8	-4.8	-0.8	14.1	0.4	0.1	4.8	x
COc1ccc(CSc2ccc(S(=O)(=O)N3CCCCC3)cn2)cc1F
    -9.1	-11.5	-0.2	-0.2	2.5	-8.4	-0.3	-0.5	-0.4	-3.8
O=C(NC(=S)Nn1cnc2c(cnn2-c2ccccc2)c1=O)c1ccccc1
    -16.4	-25.7	-1.5	6.2	-0.7	-0.3	0.1	-0.8	2.8	0.1
COCCCNC(=S)N/N=C/c1ccc(OC)c(Br)c1
    -12.3	-1.6	-2.1	-1.0	5.3	-3.0	-0.9	-0.8	0.3	-0.3
O=S(=O)(NCc1ccco1)c1ccc(Cl)s1
    -6.8	-27.9	-1.5	-6.8	-3.8	-1.6	1.2	-0.7	3.0	-2.1
CCCC(=O)N(Cc1cc(=O)[nH]c2ccccc12)c1cccc(C)c1
    7.1	-1.2	3.2	11.1	0.2	-14.6	-0.5	-0.3	4.5	0.4
O=C(NCc1ccccc1)C1=C[C@H](c2ccc3c(c2)OCO3)C[C@H](OCCCCO)O1
    -10.5	-6.6	1.4	3.5	-1.4	-12.6	-3.3	-3.1	-1.7	-0.1
O=C(NCCc1ccccc1)C1CCCN1C(=O)NCc1ccccc1 (stereo not given)
    -8.8	x	0.6	-3.7	2.9	18.3	-1.7	0.7	1.1	x
COC(=O)C1C(=O)C=C(N2CCOCC2)CC1(C)C (stereo not given)
    -9.0	7.2	1.6	-12.4	2.5	-0.3	-0.2	-2.5	2.1	x
CCN(CC)S(=O)(=O)c1ccc2c(c1)nc(CCC(=O)Nc1ccccc1Cc1ccccc1)n2CC
    1.6	14.1	0.8	-0.5	0.3	-1.3	-2.2	-3.9	0.5	-3.8
COc1ccc(CCNC(=O)CSc2nn3c(=O)c(C)nnc3s2)cc1OC
    10.6	-19.1	-1.5	-0.1	3.9	-8.1	-1.6	-0.2	2.5	2.3
COc1ccc(CCN2CC(C(=O)Nc3cc(S(C)(=O)=O)ccc3Cl)CC2=O)cc1OC (stereo not given)
    -5.9	x	1.2	-0.1	x	11.4	-2.7	x	3.0	5.9
Cc1cc(O)c(C(C)C)cc1NC(=O)Nc1cccc2ccccc12
    2.1	6.3	3.6	2.1	1.5	-2.1	-2.3	3.8	2.6	-3.9
CC(=O)SC1CC2=CC(=O)CCC2(C)C2CCC3(C)C(CCC34CCC(=O)O4)C12 (stereo not given)
    -12.1	-17.5	-2.5	3.6	-0.3	2.0	-2.2	-2.1	3.9	-0.9
COc1cc(C(=S)N2CCCC2)cc(Cl)c1O
    -3.6	9.5	-0.7	-5.6	0.7	-8.9	-0.2	0.2	0.8	x
CCCOc1ccc(C(=O)NC(=S)NNC(=O)c2c(-c3ccccc3)noc2C)cc1
    -1.6	15.0	4.6	8.4	-0.8	-2.2	-1.0	-1.3	1.3	-0.4
O=C(CN1CCc2ccccc2C1)Nc1cccc(S(=O)(=O)N2CCCC2)c1
    -11.2	5.9	-1.9	1.7	1.8	-9.5	0.8	0.1	-3.5	-2.5
CCCCCCCCN1[C@@H](CC(=O)O)c2cc(C(F)(F)F)ccc2S1(=O)=O
    -19.8	-20.4	10.7	3.5	1.6	1.2	-0.2	-0.5	2.3	2.5
CCOC(=O)C(NCc1ccccn1)(NC(=O)c1cccnc1)C(F)(F)F (stereo not given)
    3.4	4.1	-2.4	-10.3	4.0	7.2	0.3	0.7	1.0	x
O=C(c1ccc2[nH]c(=O)c(=O)[nH]c2c1)N1CCN(c2ccccc2)CC1
    11.2	24.8	1.9	5.2	1.8	8.2	0.0	-3.8	1.3	0.1
O=C(Nc1nc(-c2ccc(F)cc2)cs1)c1ccc(N2C(=O)CCC2=O)cc1
    -12.3	-11.0	-5.1	-1.9	0.8	6.0	-0.5	-0.5	2.8	-5.6
CN1CCN(S(=O)(=O)c2ccc(NC(=O)Cc3ccc([N+](=O)[O-])cc3)cc2)CC1
    -32.1	-2.8	1.4	-4.6	3.0	-2.9	-2.0	1.9	-0.2	-1.8
O=C1C2CCCCN2C(=O)N1CCN1CCN(c2ccc(F)cc2)CC1 (stereo not given)
    -4.7	20.3	1.8	-13.0	x	3.2	2.4	x	1.6	-1.2

High-throughput results as filed in PubChem BioAssay.
